Source: PubChem BioAssay (Southern Research Specialized Biocontainment Screening Center)
inhibitors of VEEV: inhibitors of VEEV TC-83 cytopathic effect, confirmation, Vero cells (AID 588727) | hit rate 0.13% among 350,000 | Vero cells, VEEV TC-83 cytopathic effect inhibition; higher % means a stronger effect | one-dose inhibition, % at 20 µM; IC50 in µM for titrated hits; in the data active means a potency from the dose series; inconclusive means inhibition mostly from about 14% at the one dose, without a potency; inactive means the rest, 99 in 100 with inhibition below about 12%; further: strong numbers were not always called active
PhoP GFP inhibition: PhoP regulon inhibitors, Salmonella typhi PhoP promoter GFP reporter, confirmatory (AID 1850). hit rate 0.33% among 310,000. inhibition, % at 50 µM; hits with a dose series show IC50 in µM. Salmonella Typhi PhoP-promoter GFP reporter, fluorescence, 4 h; higher % means a stronger effect; in the data active means a potency from the dose series; inconclusive means inhibition mostly from about 25% at the one dose, without a potency; inactive means the rest, 99 in 100 with inhibition below about 19%;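 further: 0% = induced wells with vehicle and 100% = uninduced wells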
tuberculosis growth: growth inhibition of non-replicating M. tuberculosis (AID 488890) | Mycobacterium tuberculosis non-replicating, growth inhibition; higher % means a stronger effect | hit rate 0.39% among 320,000 | inhibition, % at 25 µM; hits with a dose series show IC50 in µM; in the data active means a potency from the dose series; inconclusive means inhibition mostly from about 82% at the one dose, without a potency; inactive means the rest, 99 in 100 with inhibition below about 76%;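 further: plate controls were DMSO cells for no effect and high antibiotic wells for full effect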
H1N1 NS1A inhibition: H1N1 influenza NS1A inhibitors, functional cell based assay (AID 504329); inhibition, % at 12.5 µM, or IC50 in µM where a hit was titrated; hit rate 0.3% among 340,000; NS1A functional cell-based assay, percent inhibition; higher % means a stronger effect; in the data active means a potency from the dose series; inconclusive means inhibition above about 27% without an active follow-up result; further: strong numbers were not always called active
H37Rv inhibition: M. tuberculosis growth inhibition, HTS (AID 449762); M. tuberculosis H37Rv growth inhibition, 7H9 media; higher % means a stronger effect; inhibition, % at 25 µM, or IC50 in µM where a hit was titrated; hit rate 0.59% among 330,000; in the data active means a potency from the dose series; inconclusive means inhibition above about 70% without an active follow-up result;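 further: bacterial growth assessed after seven days of incubation; strong numbers were not always called active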
inhibitors of VEEV 10K pilot screen: also measured in inhibitors of VEEV; calls as there; inhibition, %; measured here: 10K pilot screen inhibition
* marks the source's active call; other numbers are inactive results; i = inactive; ? = inconclusive; / = no result given.

SMILES	inhibitors of VEEV	PhoP GFP inhibition	tuberculosis growth	H1N1 NS1A inhibition	H37Rv inhibition	others
COc1cc(C2C3=C(CC(C)(C)CC3=O)Nc3c2c(=O)[nH]c(=O)n3Cc2ccccc2)ccc1O (stereo not drawn)	1.2%	6%	2%	-1%	-3%
CN(Cc1cc(=O)n2ccsc2n1)C1CCCCC1	i	-1%	22%	-14%	3%
CC1=CC(C)C2(CO)COC(c3cccnc3)C1C2C (stereo not drawn)	1.5%	-8%	-5%	-15%	5%
CC(O)c1nc2ccccc2n1CCCCOc1ccccc1 (stereo not drawn)	i	2%	31%	-1%	-4%
COC(=O)c1ccc(C(=O)N(C)C2CCCN(Cc3ccccc3F)C2)nc1 (stereo not drawn)	0.1%	8%	11%	-7%	2%
NC(=O)c1ccc(CN2CCc3ccccc3C2)cc1	0.3%	-1%	12%	-23%	-1%
O=[N+]([O-])c1ccc(S(=O)(=O)Nc2ccc(-c3csc(-c4ccccc4)n3)cc2)cc1	/	-8%	-4%	/	2%
OCCO	0.7%	/	-1%	-2%	0%
CN(C)CCc1cc2c(c3c1ccc1ccccc13)OCO2	4.0%	-4%	?	3%	?
CCCSc1nnc(CSc2ncccn2)n1C	i	12%	1%	-3%	5%
CN(C)c1nc(=S)nc(NCc2ccccc2)[nH]1	0.7%	-21%	-20%	-4%	6%
Cc1ccc(NC(=O)c2sccc2C)nc1	2.5%	-11%	21%	-7%	-1%
COc1ccc(/C=C/C(=O)OCC(=O)N2CCCCCC2)c(OC)c1	0.6%	/	10%	1%	-1%
Cc1cccc(C)c1NC(=S)N(CCN1CCCCCC1)Cc1ccco1	i	-8%	15%	8%	0%
CCN(CC)c1ccc(/C=N/N2CCN(Cc3ccc(C)cc3)CC2)c(O)c1	i	0%	7%	18%	15%
COc1cc(-c2nc(-c3ccccc3)c(-c3cc([N+](=O)[O-])ccc3C)[nH]2)cc(OC)c1OC	4.3%	-13%	20%	9%	3%	inhibitors of VEEV 10K pilot screen=4.1
CCOC(=O)c1sc2nc(SCC#N)n(CC3CCCO3)c(=O)c2c1C (stereo not drawn)	0.1%	-2%	/	0%	/
O=C(NCCN1CCOCC1)c1cc(-c2cccs2)on1	0.5%	1%	10%	0%	-4%
COC(=O)CSc1ccsc1C(=O)O	0.3%	-9%	-15%	-5%	3%
COC(=O)c1cccc(NC(=O)Nc2ccccc2OC)c1	2.5%	-9%	46%	7%	2%
Cc1ccc(-c2nc3ccccc3c(=O)n2-c2cccnc2)cc1	0.3%	-5%	-1%	-7%	6%
CNC(=O)c1[nH]cnc1C(=O)NCC(=O)OC(C)(C)C	0.1%	0%	3%	-2%	-7%
O=c1[nH]c(=O)c2[nH]c(=S)n(-c3ccccc3)c2[nH]1	0.5%	/	/	4%	/
COC(=O)CNC(c1ccccc1)c1cc(C)ccc1NC(=O)CNC(=O)OCc1ccccc1 (stereo not drawn)	5.4%	1%	70%	-3%	?	inhibitors of VEEV 10K pilot screen=1.5
CCc1cc2c(NC(C(=O)O)C(C)C)ncnc2s1 (stereo not drawn)	1.4%	-13%	8%	0%	1%
O=C(N/N=C/c1ccc(-c2cccc(C(F)(F)F)c2)o1)c1ccccc1O	0.7%	11%	-8%	-1%	38%
Clc1nc2ccccc2cc1-c1nnn(-c2ccccc2Br)n1	0.1%	-43%	10%	8%	9%	inhibitors of VEEV 10K pilot screen=2.2
CC(Sc1nnnn1-c1ccccc1)C(=O)Nc1ccccc1-c1ccccc1 (stereo not drawn)	8.4%	7%	-18%	5%	0%
O=C(NCc1cccnc1)c1ccc2c(c1)OCO2	i	1%	-6%	4%	-4%
Cc1ccc(SCC(=O)Nc2ccc(N3CCN(C)CC3)c(F)c2)cc1	2.1%	21%	21%	5%	9%

Some of these compounds in order of formula weight, high to low:
SMILES	inhibitors of VEEV	PhoP GFP inhibition	tuberculosis growth	H1N1 NS1A inhibition	H37Rv inhibition	others
COC(=O)CNC(c1ccccc1)c1cc(C)ccc1NC(=O)CNC(=O)OCc1ccccc1 (stereo not drawn)	5.4%	1%	70%	-3%	?	inhibitors of VEEV 10K pilot screen=1.5
COc1cc(-c2nc(-c3ccccc3)c(-c3cc([N+](=O)[O-])ccc3C)[nH]2)cc(OC)c1OC	4.3%	-13%	20%	9%	3%	inhibitors of VEEV 10K pilot screen=4.1
CC(Sc1nnnn1-c1ccccc1)C(=O)Nc1ccccc1-c1ccccc1 (stereo not drawn)	8.4%	7%	-18%	5%	0%
CCOC(=O)c1sc2nc(SCC#N)n(CC3CCCO3)c(=O)c2c1C (stereo not drawn)	0.1%	-2%	/	0%	/
Clc1nc2ccccc2cc1-c1nnn(-c2ccccc2Br)n1	0.1%	-43%	10%	8%	9%	inhibitors of VEEV 10K pilot screen=2.2
Cc1cccc(C)c1NC(=S)N(CCN1CCCCCC1)Cc1ccco1	i	-8%	15%	8%	0%
CCN(CC)c1ccc(/C=N/N2CCN(Cc3ccc(C)cc3)CC2)c(O)c1	i	0%	7%	18%	15%
O=C(N/N=C/c1ccc(-c2cccc(C(F)(F)F)c2)o1)c1ccccc1O	0.7%	11%	-8%	-1%	38%
Cc1ccc(SCC(=O)Nc2ccc(N3CCN(C)CC3)c(F)c2)cc1	2.1%	21%	21%	5%	9%
COc1ccc(/C=C/C(=O)OCC(=O)N2CCCCCC2)c(OC)c1	0.6%	/	10%	1%	-1%
Cc1ccc(-c2nc3ccccc3c(=O)n2-c2cccnc2)cc1	0.3%	-5%	-1%	-7%	6%
O=C(NCCN1CCOCC1)c1cc(-c2cccs2)on1	0.5%	1%	10%	0%	-4%
CN(C)CCc1cc2c(c3c1ccc1ccccc13)OCO2	4.0%	-4%	?	3%	?
CCCSc1nnc(CSc2ncccn2)n1C	i	12%	1%	-3%	5%
CCc1cc2c(NC(C(=O)O)C(C)C)ncnc2s1 (stereo not drawn)	1.4%	-13%	8%	0%	1%
CN(C)c1nc(=S)nc(NCc2ccccc2)[nH]1	0.7%	-21%	-20%	-4%	6%
O=c1[nH]c(=O)c2[nH]c(=S)n(-c3ccccc3)c2[nH]1	0.5%	/	/	4%	/
O=C(NCc1cccnc1)c1ccc2c(c1)OCO2	i	1%	-6%	4%	-4%
COC(=O)CSc1ccsc1C(=O)O	0.3%	-9%	-15%	-5%	3%
OCCO	0.7%	/	-1%	-2%	0%

Remaining list, next part:
SMILES	inhibitors of VEEV	PhoP GFP inhibition	tuberculosis growth	H1N1 NS1A inhibition	H37Rv inhibition	others
O=C(Nc1cc(Cl)ccn1)C1(c2ccccc2)CC1(Cl)Cl (stereo not drawn)	7.9%	-6%	76%	10%	9%
O=C(O)c1ccc(NC(=S)NC(NC(=O)c2ccco2)C(Cl)(Cl)Cl)cc1 (stereo not drawn)	0.8%	-5%	20%	-13%	-10%
O=C(NCCc1ccccc1)C1=COCCO1	2.1%	2%	9%	6%	6%
S=c1[nH]ccn1-c1ccc(Cl)cc1	0.4%	3%	-8%	7%	1%
O=C(COc1cccc(C(F)(F)F)c1)Nc1ccccc1N1CCCCC1	1.2%	1%	8%	-6%	12%
CN(Cc1cn[nH]c1-c1ccc2c(c1)OCO2)C1CCOCC1	0.3%	0%	1%	-8%	5%
CN(C)CCCNC(CC(=O)Nc1cccc([N+](=O)[O-])c1)C(=O)O (stereo not drawn)	0.5%	-1%	0%	0%	3%
Cc1nn(-c2ccccc2)c(C)c1NC(=O)COC(=O)c1ccc(NC(=O)CC#N)cc1	1.0%	-1%	10%	0%	-14%
O=C(CSc1nnc(-c2ccccc2)o1)NC(=O)Cc1ccccc1	i	/	61%	-4%	-3%
COc1ccc(CNC(=O)CN(C(=O)c2csnn2)c2cccc3c2CCCC3)cc1	0.6%	-1%	10%	6%	-9%
CC(C)CNC(=O)C1CCN(CC2CCCCC2)CC1	0.8%	3%	-3%	-10%	2%
COc1ccc(NC(=O)c2ccc(-c3ccccc3C(F)(F)F)o2)cc1	0.6%	10%	35%	-17%	48%
COc1ccc(Br)cc1CN(C)CC(=O)Nc1cccc(S(N)(=O)=O)c1	0.6%	-5%	0%	13%	-9%
O=C1C(=O)N(CCO)C(c2ccc(Br)cc2)/C1=C(\O)c1ccccc1 (stereo not drawn)	1.3%	0%	1%	-7%	-2%
CCOC(=O)CN1C(=O)C(Sc2n[nH]c(-c3ccc(O)cc3)n2)CCc2ccccc21 (stereo not drawn)	10%	3%	18%	1%	-3%
Cc1ccc(CS(=O)(=O)CC(C)(O)c2ccc(Cl)cc2)cc1 (stereo not drawn)	0.7%	-10%	28%	3%	14%
O=C(O)CC1(CC(=O)Nc2ccc3ccccc3n2)CCCCC1	0.3%	4%	-2%	/	-7%
COc1cccc(-n2nnc3c(=O)n(CC(=O)N4CCC(Cc5ccccc5)CC4)cnc32)c1	i	-3%	-5%	6%	23µM*
Cc1ccc(S(C)(=O)=O)cc1C(=O)OCC(=O)N1CCCC1=O	3.1%	/	/	-6%	/
CCOc1ccc(NC(=O)CSc2nccn2Cc2ccco2)cc1	1.3%	-14%	25%	-7%	41%
COc1ccccc1-c1ccc(SCC(=O)N2CCOCC2)nn1	4.1%	-8%	-3%	-3%	4%
CC(C)CNC(=O)c1oc2ccccc2c1COc1ccccc1	i	-11%	-8%	8%	17%
Cc1ccc(NC(=S)NC2CCN(Cc3ccccc3)CC2)cc1	1.4%	-9%	40%	16%	-2%
CCOC(=O)c1sc(NC(=O)C2CSC3(C)CCC(=O)N23)nc1C (stereo not drawn)	1.2%	/	-4%	-17%	-7%
Cc1onc(-c2ccccc2)c1CNS(=O)(=O)c1ccc(F)cc1F	1.4%	3%	-4%	-27%	-1%
Cc1ccc(NC(=O)c2ccc3c(c2)OCCO3)nc1	1.7%	-5%	18%	-12%	3%
COc1ccc(CNC(=O)[C@@H]2CC=C[C@@H]3CCN(Cc4ccc(Cl)c(Cl)c4)C(=O)[C@@H]32)cc1	1.1%	-1%	30%	-15%	18%
COc1cc(N)c(Cl)cc1C(=O)OCC(=O)N1c2ccccc2NC(=O)C1(C)C	0.3%	/	-9%	-8%	-1%
Cc1cccc(C)c1NC(=O)c1cccc(COc2cc(Cl)ccc2Cl)c1	i	-4%	4%	4%	-8%
Cc1ccc(NC(=O)CCC(=O)OC(C(=O)c2ccc(C)c(C)c2)c2ccccc2)c(C)c1 (stereo not drawn)	4.2%	-8%	-3%	2%	-4%
O=C(CSc1nnc(-c2cccnc2)n1-c1ccccc1)N1CCN(c2ccc(F)cc2)CC1	i	3%	26%	9%	7%
CCOc1ccc(-c2nnc3ccc(SCC(=O)Nc4cc(C)on4)nn23)cc1	4.1%	-1%	-6%	1%	-2%
Cc1cccc(-c2nnc(SCc3ccccc3)o2)c1	5.2%	-1%	64%	5%	5%
O=C(O)c1cc(C(F)(F)F)nc2ccccc12	1.5%	-5%	-9%	-4%	5%	inhibitors of VEEV 10K pilot screen=0.2
COC(=O)[C@@H](Cc1c[nH]c2ccccc12)NC(=O)CNC(=O)c1ccccc1OC	0.9%	9%	-8%	1%	0%
O=C(N[C@H]1C/C=C\C[C@@H](CC(=O)N(CCO)Cc2ccccc2)C(=O)NC[C@H](c2ccccc2)OC1=O)OCC1c2ccccc2-c2ccccc21	4.9%	/	73%	-2%	6%
CC(=O)Nc1cccc(C(=O)N(CCc2ccccc2)Cc2ccccc2)c1	7.7%	-11%	8%	8%	-1%
Nn1c(SCC(=O)Nc2cccc(S(N)(=O)=O)c2)nnc1C1CC1	1.0%	2%	3%	9%	-5%
